From PubChem
HMGR II inh = inhibitors of class II HMG-CoA reductase from Enterococcus faecalis; purified E. faecalis HMGR, NADPH absorbance 340 nm kinetic; inhibition, % at 10 µM; 0.41% of 190,000 active; AID 1066;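 active = inhibition above a set limit, the median over all tested compounds plus 3 SD, cut at about 9.5% in these data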;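 also: enzyme runs in reverse so mevalonate oxidation gives rising NADPH absorbance; 0% = complete reaction with DMSO and 100% = background rate lacking mevalonate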
DTT redox prof = compounds producing H2O2 with reducing agent – biochemical, NIH compound library profiling, artefact control for MLSCN library redox annotation, primary screen. DTT-dependent redox cycling H2O2, phenol red/HRP absorbance; 100% = 100 µM peroxide control, 0% = buffer. activation, % at 10 µM. 0.03% of 200,000 active. AID 878;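 active = activation of at least 50% relative to the plate's high and low controls in the primary single-dose screen; inactive = activation below 50%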;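 also: compound incubated with DTT at 0.8 mM final as the reducing agent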
G6PDH counter = counter-screen for G6PDH assay hits: L. mesenteroides G6PDH inhibition. Purified L. mesenteroides G6PDH, diaphorase/resazurin coupled fluorescence, 45 min. inhibition, % at 5 µM. 0.12% of 200,000 active; in the data active = inhibition above about 50%
APP 5UTR inh = APP translation inhibition | inhibition, % at 2 µM | 0.82% of 190,000 active | SH-SY5Y APP 5'UTR-luciferase reporter, luminescence | AID 1285;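 active = inhibition above a set limit, derived from the sample mean plus 3 SD, cut at about 45% in these data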; also: values of inactives mirror those of a sister screen read the other way
FLuc inhib CS = inhibits firefly luciferase, flagging false hits in luciferase inhibition screens; P08659; ATPLite firefly luciferase biochemical luminescence, 10 min; inhibition, % at 10 µM; 1.5% of 200,000 active; AID 1006;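 active = inhibition above about 50% when tested at 10 µM, limit read from the data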
Target sequence (P08659 whole entry, looked up): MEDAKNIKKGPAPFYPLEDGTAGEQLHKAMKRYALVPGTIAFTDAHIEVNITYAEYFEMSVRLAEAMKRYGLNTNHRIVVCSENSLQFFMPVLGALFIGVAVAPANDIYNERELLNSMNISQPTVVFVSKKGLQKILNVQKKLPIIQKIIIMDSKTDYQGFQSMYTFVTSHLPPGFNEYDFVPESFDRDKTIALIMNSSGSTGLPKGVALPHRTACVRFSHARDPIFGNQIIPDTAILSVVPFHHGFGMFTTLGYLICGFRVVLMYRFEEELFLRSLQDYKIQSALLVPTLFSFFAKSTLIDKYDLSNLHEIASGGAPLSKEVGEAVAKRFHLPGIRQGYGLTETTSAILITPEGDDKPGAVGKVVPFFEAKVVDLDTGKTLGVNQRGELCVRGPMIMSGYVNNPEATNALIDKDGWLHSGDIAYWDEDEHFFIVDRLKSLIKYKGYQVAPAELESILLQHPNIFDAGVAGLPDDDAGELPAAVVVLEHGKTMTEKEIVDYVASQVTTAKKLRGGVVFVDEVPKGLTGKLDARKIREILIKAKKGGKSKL
FLuc stim CS = affects firefly luciferase, flagging false hits in luciferase stimulation screens | ATPlite luciferase biochemical, luminescence, 10 min; 0 = ATP-free wells, 1 = DMSO control | activation factor at 10 µM | 200,000 tested, under 10 active | AID 1027;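 active = luciferase activation factor, scaled between plate controls, of at least 2 with compound at 10 µM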
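Material: luciferase plus luciferin reagent, cell-free. Medium: PBS buffer for ATP. Also added: ATP substrate, dispensed from a 10.24 µM working solution in PBS. Doses: test compounds dosed from 2 mM stocks in 100% DMSO. Incubation: 10 min post-reagent at room temperature. Technique: light output (luminescence). Read-out basis: luminescence gain marking luciferase activators.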
STAT1 activator = increases IFN-gamma driven STAT1 reporter signal | 2.6% of 200,000 active | NIH 3T3 STAT1-luciferase reporter, luminescence; 100% = IFN-gamma alone, no compound | AID 932 | activation (% of control), % at 5.5 µM;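 active = activation above the screen-wide mean activation plus 3 SD, cut at about 130% in these data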;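 also: raw ratio to IFN-gamma control signal so 100% means no change and 0% no light; values of inactives mirror those of a sister screen read the other way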
NF-kB neuron act = raises NF-kB expression in human neuronal cells. fold change at 12.5 µM. NF-kB reporter expression; hits give high values. 1.6% of 190,000 active; in the data active = fold change above about 3.3
Hsp70 activator = Hsp70 transcriptional activation, primary screen | HeLa Hsp70 promoter luciferase reporter, luminescence; scaled: vehicle 0, proteasome-inhibitor control 100% | 0.04% of 200,000 active | activation, % at 10 µM;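 active = activation above the mean across all tested compounds plus 3 SD, cutoff set per campaign, cut at about 5.5% in these data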;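 also: 100% = MG132 at 30 µM as the positive control and 0% = DMSO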
APP 5'UTR act = activates APP 5'UTR luciferase reporter; SH-SY5Y APP 5'UTR luciferase reporter, luminescence; zero percent = DMSO vehicle wells; activation, % at 2 µM; 1% of 190,000 active; AID 1276;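 active = activation above a set limit, based on mean plus 3 SD of controls, cut at about 140% in these data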; also: values of inactives mirror those of a sister screen read the other way
Starred values were filed as active, the others as inactive; . = no result given.

Results follow in this order: HMGR II inh	DTT redox prof	G6PDH counter	APP 5UTR inh	FLuc inhib CS	FLuc stim CS	STAT1 activator	NF-kB neuron act	Hsp70 activator	APP 5'UTR act
CC(=NCc1cccc(Cl)c1)c1nc(-c2ccco2)oc1O
    2	0.2	1	-18	0	1	98	2.2	0.0	18
O=C(CSCc1nc2ccccc2[nH]1)N1CCN(c2cccc(Cl)c2)CC1
    0	3.5	4	30	-5	1.1	86	1.1	-0.3	-30
CCN1C(=O)c2cccc3c(NC(=O)c4ccc(S(=O)(=O)N5CCOCC5)cc4)ccc1c23
    -8	-1.1	4	16	-4	1	88	0.52	-0.1	-16
CC1=C(C(=O)OCC2CCCO2)C(c2ccc(C)cc2)C2=C(CCCC2=O)N1 (configuration not stated)
    -1	0.7	9	-3	-1	1	103	0.78	0.2	3
CCN1C(=O)CC(NNC(=O)c2ccc(Cl)cc2)C1=O (configuration not stated)
    -6	1.5	9	-4	-7	1.1	93	0.92	0.1	4
O=C(N/N=C/c1ccc(Br)s1)c1cccnc1
    2	-0.7	7	2	4	1	100	0.93	0.0	-2
CC1(C)Cc2c(C#N)c(NCc3ccco3)nc(-c3ccco3)c2CO1
    12*	0.2	2	-2	-3	1	99	1.1	-0.1	26
O=c1c2sc3nc(N4CCOCC4)c4c(c3c2ncn1-c1ccccc1)CCCC4
    -3	-0.7	-2	0	0	1	104	0.67	-0.5	0
COc1ccc(S(=O)(=O)Nc2ccc(O)c(Sc3ncn[nH]3)c2)cc1
    -5	0.0	4	-13	-5	1.1	96	1.1	0.1	13
O=C(COC(=O)Cc1c[nH]c2ccccc12)NC1CCCCC1
    -1	0.3	15	-10	-7	1.1	103	1.1	-0.1	10
C/C(CC(=O)Nc1cccc2c1CCCC2)=N\NC=O
    -3	0.0	1	-8	-2	1	97	0.98	0.0	8
CC1=CC(C)(C)Nc2ccc(OC(=O)c3ccco3)cc21
    0	0.5	7	37	10	0.9	85	1.3	-0.3	-37
CCOC(=O)c1cc(-c2ccccc2)n(CC(=O)Nc2ccc(OC)c(OC)c2)c1C
    0	-0.5	-3	2	-9	1.1	99	0.87	0.1	-2
CCC(Oc1ccccc1)C(=O)Nc1ccc(S(=O)(=O)N2CCOCC2)cc1 (configuration not stated)
    1	1.0	3	11	-1	1	93	1.2	-0.1	-11
Cc1nn(CCO)c(C)c1Oc1ccccc1O
    0	2.2	4	15	-7	1.1	109	1.3	-0.2	-15
N#CC1=C2C=Cc3ccccc3N2CCCC1=O
    -5	0.2	1	-64	28	0.7	113	1.2	-0.2	104
Cc1ccccc1CN1CCN(S(C)(=O)=O)CC1
    0	1.4	5	0	-8	1.1	107	1.2	-0.3	0
O=C(Cn1ccc([N+](=O)[O-])n1)NCc1cccs1
    -3	-7.2	2	-6	-9	1.1	100	1.4	-0.2	6
CN(Cc1ccco1)C(=O)Cn1nc(-c2ccc(Cl)cc2)ccc1=O
    -3	-0.8	3	1	-4	1	104	0.94	9.3*	-1
CCC(CC)NC(=O)CON=C1c2ccccc2-c2ccccc21
    1	0.4	-12	-19	-2	1	100	1.1	-0.3	19
CCN1CCN(S(=O)(=O)c2ccc(C)c([N+](=O)[O-])c2)CC1
    3	0.3	-3	0	1	1	97	1.1	-0.4	0
Cc1ccc(-c2cc(C(=O)NCCc3ccc(S(N)(=O)=O)cc3)c3ccccc3n2)cc1
    -1	-1.1	16	-2	16	0.8	104	0.56	0.0	2
CCOc1ccc(OCCCCNCCN)cc1
    -7	0.1	-4	-6	-11	1.1	100	0.95	-0.2	6
O=c1cc(-c2ccc(Cl)c(Cl)c2)[nH][nH]1
    -2	-0.3	5	1	-2	1	103	1.2	-0.1	-1
CCN(Cc1ccccc1)C(=O)CSc1ccccc1C(=O)O
    -1	-1.9	3	-18	-4	1	92	1.4	-0.2	18
O=C(Nc1nnc(SCc2ccccc2F)s1)c1ccco1
    2	0.5	11	0	-2	1	95	1.3	-0.2	0
CSCC[C@H](NC(=O)c1ccc(Cl)c([N+](=O)[O-])c1)c1nc2ccccc2[nH]1
    -7	0.0	6	13	2	1	92	1	-0.3	-13
CC(/C=N/NC(=O)c1ccc2nc(C)[nH]c2c1)=C\c1ccccc1
    -5	0.2	8	36	47	0.5	101	0.92	0.0	-36
COC(=O)c1ccc(NS(=O)(=O)c2cc(C)ccc2OC)cc1
    -4	0.2	6	-13	-8	1.1	100	0.78	-0.4	13
O=C(N/N=C\c1ccc(CNS(=O)(=O)c2ccccc2)o1)C(=O)Nc1ccc(F)cc1
    0	0.1	-24	-14	-6	1.1	106	0.95	-0.1	14
Cc1ccccc1C(=O)NC1CCN(CC(=O)NCc2cccs2)CC1
    -3	-0.5	6	-11	2	1	102	1.3	-0.1	11
COc1ccc(-c2cc(-c3n[nH]c(=S)n3-c3ccccc3Cl)[nH]n2)cc1
    1	0.1	2	-10	-2	1	94	0.87	-0.1	10
c1csc(C2Nc3cccc4cccc(c34)N2)c1
    -1	-1.5	17	27	-5	1.1	97	0.83	-0.2	-27
CCOC(=O)c1ccc(NC(=O)CC2Sc3ncnn3C2=O)cc1 (configuration not stated)
    -2	-0.3	-3	9	-4	1	93	0.87	0.1	-9
COc1cc(OC)c(S(=O)(=O)Nc2ccccc2N2CCOCC2)cc1NC(C)=O
    -2	-1.1	3	-15	-4	1	96	1	0.0	15
CCOC(=O)C1CCN(c2nc3ccccc3nc2C(C#N)C(=O)OC(C)C)CC1 (configuration not stated)
    1	0.5	-5	0	-3	1	102	0.95	-0.5	0
COC(=O)c1[nH]c2c(c1C)C(=O)CC(c1ccc(C)cc1)C2 (configuration not stated)
    -5	0.0	9	14	-8	1.1	85	1.1	-0.3	-14
CCCN1CNc2c(c(=O)[nH]c(=S)n2CCc2ccc(OC)c(OC)c2)C1
    -1	-0.7	-3	-30	-4	1	95	1.1	-0.2	30
O=C(/C=C/c1ccc([N+](=O)[O-])s1)N1CCCC1
    4	-1.1	2	-27	3	1	89	0.85	-0.1	27
Cc1cc(C)cc(N(CC(=O)N2CCc3ccccc32)S(=O)(=O)c2c(C)noc2C)c1
    -7	-1.1	1	6	-5	1.1	101	1.1	-0.2	-6
Cc1cc(-n2nc(C)cc2C)n2nc(C)c(-c3ccc(Cl)cc3)c2n1
    -6	0.8	0	6	-8	1.1	96	1.1	-0.2	-6
CCOc1cc2nc(-c3ccc(OC)c(OC)c3)nc(NCCCN3CCOCC3)c2cc1OC
    1	0.1	8	-2	-8	1.1	102	0.62	-0.1	2
Cc1ccc(CN2C(=O)N/C(=C\c3cccn3-c3cccc(C(=O)O)c3)C2=O)cc1
    -9	-1.5	3	7	-2	1	89	0.96	-0.3	-7
C=CCNC(=O)COC(=O)c1nc2nccc(C)n2n1
    6	-2.5	3	2	-7	1.1	90	1.1	-0.2	-3
C/C(=N\NC(=O)c1ccc(Cn2cc(Br)cn2)o1)c1cccc(NC(=O)C(C)C)c1
    -1	0.2	14	5	-5	1	108	0.99	-0.1	-5
CC(C)Nc1nc(-c2ccncc2)nc(-c2ccc(Cl)cc2)c1C#N
    -2	-2.2	-3	1	-4	1	98	1.3	0.0	-1
O=C(NC1(C(F)(F)F)C(=O)Nc2c1c(=O)[nH]c(=O)n2-c1ccc(F)cc1)c1cccnc1 (configuration not stated)
    2	-3.3	6	3	-2	1	107	1.3	-0.1	-3
c1csc(COc2ccccc2CNC2CCCCC2)c1
    0	-0.3	-21	8	-1	1	94	1.1	-0.2	-8
Cc1cccc(S(=O)(=O)Nc2cccc(-c3cn4ccsc4n3)c2)c1
    3	-0.6	1	-4	-3	1	98	0.77	0.5	4
CCN(CC)CCCNC(=O)c1ccc(N2CCCCC2)c(NS(=O)(=O)c2ccc(C)cc2)c1
    -6	-0.1	5	-4	0	1	106	0.97	-0.2	4

Carrying on.
Results follow in this order: HMGR II inh	DTT redox prof	G6PDH counter	APP 5UTR inh	FLuc inhib CS	FLuc stim CS	STAT1 activator	NF-kB neuron act	Hsp70 activator	APP 5'UTR act
CC(C)C(=O)NC(=S)Nc1ccccc1N1CCN(C(=O)c2ccccc2)CC1
    -3	-2.1	-8	16	-9	1.1	100	1	0.1	-16
CCCN1C(=O)SC(CC(=O)Nc2ccc(C)cc2)C1=O (configuration not stated)
    -3	0.3	5	-5	0	1	106	1.4	-0.2	5
CCSc1nnc(NC(=O)c2nc3nc(C)cc(C)n3n2)s1
    4	-0.9	4	-9	-3	1	95	1.2	-0.3	9
COc1ccc(S(=O)(=O)N2CCN=C2SCc2cccnc2)cc1
    -1	0.3	12	-9	-2	1	93	1.1	-0.3	9
Cc1nc(NC(=O)/C=C/c2ccccc2)sc1C(=O)Nc1ccccc1
    -5	2.1	7	-11	-4	1	106	1	-0.1	11
Cn1c(CSc2nc3ccccc3s2)nnc1SCC(=O)NCCN1CCOCC1
    -1	.	18	.	-5	1.1	.	1.1	.	.
C/C(=N\NC(=O)CC#N)c1ccc(Oc2ccccc2)cc1
    -3	-1.1	-2	5	-2	1	110	0.92	-0.1	-5
CN1C(=O)C(Cl)(Cl)C(=O)c2ccccc21
    3	-0.6	25	-2	-2	1	97	0.71	-0.1	2
C#CCNC(=O)C1=C[C@@H](C2CC2)C[C@@H](OCc2ccc(CO)cc2)O1
    -2	-0.6	6	-1	-4	1	95	1	-0.2	1
CCOc1ccc(Br)cc1S(=O)(=O)Nc1cccc(S(=O)(=O)NC2=NCCC2)c1
    -7	0.5	9	8	-6	1.1	103	1.3	-0.2	-8
Cc1cccc(NCN2C(=O)c3ccncc3C2=O)n1
    3	1.1	5	-4	-10	1.1	105	1.2	-0.3	4
Cc1cccc(Nc2ccccc2C(=O)OCC(=O)N(C)C2CCS(=O)(=O)C2)c1C (configuration not stated)
    2	3.2	11	-3	-1	1	101	1.2	-0.5	3
O=c1[nH]nc(CNc2ccc(O)cc2)c2ccccc12
    0	0.5	9	4	4	1	106	0.61	0.2	-4
Cc1ccc(NC(=O)CSc2nnc(-c3cccnc3)n2-c2ccc(C)cc2)cc1
    1	2.4	0	5	-10	1.1	95	0.84	-0.3	-5
Cn1c2c(c(=O)n(C)c1=O)C(c1ccccc1F)C(C#N)=C(N)O2 (configuration not stated)
    -3	-1.2	3	10	-1	1	95	0.99	-0.1	-10
CC(=O)N(C(C)=O)S(=O)(=O)c1ccc(N=NN2CCOCC2)cc1
    0	-0.2	8	3	-3	1	100	1	-0.2	-3
COc1cccc(N(C(C)=O)c2nc(C)cc(C)c2C#N)c1
    1	-4.4	0	18	-3	1	94	1.1	0.0	-18
Cc1cccc(-n2ncc3c(NCCCO)ncnc32)c1
    -1	-0.4	0	-135	53*	0.5	141*	3.3	0.0	135*
CCOC(=O)c1cnc2c(C)cccc2c1Nc1ccc(N2CCOCC2)cc1
    -4	0.0	-1	-20	-5	1	98	0.97	-0.2	20

Part of the list above, as a markdown table.
| SMILES | HMGR II inh | DTT redox prof | G6PDH counter | APP 5UTR inh | FLuc inhib CS | FLuc stim CS | STAT1 activator | NF-kB neuron act | Hsp70 activator | APP 5'UTR act |
| --- | --- | --- | --- | --- | --- | --- | --- | --- | --- | --- |
| COc1cccc(N(C(C)=O)c2nc(C)cc(C)c2C#N)c1 | 1 | -4.4 | 0 | 18 | -3 | 1 | 94 | 1.1 | 0.0 | -18 |
| Cc1cccc(-n2ncc3c(NCCCO)ncnc32)c1 | -1 | -0.4 | 0 | -135 | 53* | 0.5 | 141* | 3.3 | 0.0 | 135* |
